# Screening results as filed in PubChem.
# Kir21 inh: Kir2.1 (mouse) channel inhibition; P35561; HEK293-Kir2.1, FluxOR thallium flux fluorescence; hits give low values; AID 1672; actives 0.85% (n = 310,000); B-score at 10 µM;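 active means fluorescence ratio B-score at or below minus 3 SD of library scores, with starting-brightness B-score within 2 SD, cut at about -4.2 in these data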;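 further: channel flux triggered by added potassium and thallium sulfate stimulus; B-score of peak minus minimum fluorescence over baseline after thallium stimulus; more negative B-score means stronger Kir2.1 block with less thallium influx; some compounds called inactive have numbers as strong as hits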
# Target sequence (P35561 whole entry, looked up): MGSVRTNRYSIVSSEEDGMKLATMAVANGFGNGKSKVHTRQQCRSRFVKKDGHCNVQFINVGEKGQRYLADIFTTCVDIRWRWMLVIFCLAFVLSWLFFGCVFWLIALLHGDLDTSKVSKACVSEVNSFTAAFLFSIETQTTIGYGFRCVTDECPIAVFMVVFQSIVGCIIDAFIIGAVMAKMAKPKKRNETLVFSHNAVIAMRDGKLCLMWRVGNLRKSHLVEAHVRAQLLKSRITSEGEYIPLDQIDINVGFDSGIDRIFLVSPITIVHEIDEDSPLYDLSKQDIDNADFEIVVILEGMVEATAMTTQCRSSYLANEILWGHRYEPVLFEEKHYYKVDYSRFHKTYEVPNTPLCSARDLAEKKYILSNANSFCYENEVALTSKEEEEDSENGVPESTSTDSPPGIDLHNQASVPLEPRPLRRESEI
# KCNQ2 inh: KCNQ2 potassium channel inhibitors, primary screen, cell-based, CHO-K1, FluxOR thallium flux, B-score (AID 2156); O88943; 20 min; hits give low values; actives 1.1% (n = 310,000); B-score at 10 µM;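 active means fluorescence ratio B-score at most minus 3 library SDs, with starting brightness B-score within 2 library SDs, cut at about -5.5 in these data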
# Starred values were filed as active, the others as inactive; i = inactive.
# Values run as follows: Kir21 inh, KCNQ2 inh
> Cc1c(CCC(=O)O)c(=O)oc2c(C)c3occ(-c4ccc(Br)cc4)c3cc12
 : 1.45, i
> CCOC(=O)c1ccc(NC(=S)NCc2cccnc2)cc1
 : -1.85, i
> O=C(CN1CCCCCCC1)Nc1ccc(Cl)cc1Cl
 : 0.08, i
> O=C(COc1ccc(/C=N/NC(=O)c2ccncc2)cc1)Nc1ccccc1
 : -2.03, i
> Cc1sc(NC(=O)c2cccnc2)nc1-c1ccccc1
 : 0.97, i
> O=C(Cc1ccccc1)NCC(=O)Nc1ccc(OC(F)(F)F)cc1
 : 0.99, i
> Cc1cccc(N(C)c2cc(C)nc3nc(C)nn23)c1
 : -1.37, i
> O=C(C[n+]1cccc(CNC(=O)c2ccc(OC(F)F)cc2)c1)Nc1ccccc1Cl
 : 0.61, i
> CCOC(=O)C1=C(CNCc2ccccc2Cl)NC(=O)NC1c1ccc2c(c1)OCO2 (stereo not drawn)
 : -1.08, i
> CC1(C)Cc2cccc(OCC(=O)OCC(=O)Nc3cccc(S(N)(=O)=O)c3)c2O1
 : -0.73, i
> O=C(CSCc1ccc(Cl)cc1)Nc1ccc(S(=O)(=O)N2CCCCCC2)cc1
 : 0.03, i
> CCNc1nc(NCC)nc(N(C)n2cnnc2)n1
 : 0.01, i
> Cc1c(C#N)c(O)n(CCO)c(=O)c1N=Nc1ccc(S(N)(=O)=O)cc1
 : -1.03, i
> Cc1cc(-c2cc(C(=O)NCc3ccccc3)on2)nc(S(C)(=O)=O)n1
 : -0.01, i
> CC(C)(Oc1ccc(Br)cc1Cl)C(=O)Nc1ccon1
 : 0.59, i
> O=C(c1ccc(NS(=O)(=O)c2ccc(Cl)cc2)cc1)N1CCOCC1
 : -0.1, i
> CC(C)(C)c1ccc(C(=O)NCc2ccccc2)cc1
 : 2.23, i
> Cc1ccnc(NS(=O)(=O)c2ccc(N3C(=O)c4ccccc4C3=O)cc2)n1
 : 0.4, i
> CC(C)CC(=O)Nc1nnc(SCC(=O)NC2CCCCC2)s1
 : 1.94, i
> COC(=O)C(C)n1cnc2c(nnn2-c2ccc(OC)cc2)c1=O (stereo not drawn)
 : -0.21, i
> CSc1nnc(C)c(=O)n1COC(=O)c1cc(Cl)ccc1[N+](=O)[O-]
 : 0.71, i
> CCCCN(CCCC)C(=O)CN(C)S(=O)(=O)c1ccc2c(c1)n(C)c(=O)c(=O)n2C
 : 0.34, i
> CCOC(=O)C1=C(CN2CCCCCC2)NC(=O)NC1c1ccc2c(c1)OCO2 (stereo not drawn)
 : 0.06, i
> COC(=O)C1=C(C)N(Cc2ccc(OC)cc2)C(=O)/C1=C\c1ccco1
 : -0.9, i
> CC1CC(C)CN(CCOc2ccccc2-c2ccccc2)C1 (stereo not drawn)
 : -6.33*, i
> Cc1ncc([N+](=O)[O-])n1Cc1cccc(F)c1
 : -1.7, i
> COc1ccc(CCNC(=O)CNC(=O)c2ccco2)cc1
 : 1.8, i
> C/C=C(\C)CN1CCC(n2nccc2NC(=O)CCc2ccccc2)CC1
 : -0.46, i
> CC(=O)c1ccc(N2CCN(C(=O)CCN3C(=S)NC(C)(C)CC3C)CC2)cc1 (stereo not drawn)
 : -1.13, i
> Cc1cccc(C)c1OCC(O)CNC(C)(C)C (stereo not drawn)
 : -0.17, i
> O=C(NCc1ccccc1)C1CCCN1C(=O)Nc1ccccc1[N+](=O)[O-] (stereo not drawn)
 : -0.29, i
> O=C(N/N=C/c1cccnc1)C1CCCN(S(=O)(=O)c2ccccc2)C1 (stereo not drawn)
 : -1.43, i
> COc1ccc2cc(CN(CCCN3CCOCC3)Cc3nnnn3C3CCCC3)c(=O)[nH]c2c1
 : -0.12, i
> CCCCNC(=O)Cn1cnc2c(cnn2-c2ccc(C)c(C)c2)c1=O
 : 0.03, i
> CCOC(=O)c1cccc(NC(=O)CCc2nnc3ccc(N4CCOCC4)nn23)c1
 : 0.85, i
> O=C(NC(=S)N1CCc2ccccc21)c1ccco1
 : 1.43, i
> CCNc1ccc(Br)cc(C(=O)/C=C/c2ccccc2Cl)c1=O
 : -0.87, i
> N#C/C(=N/Nc1ccc([N+](=O)[O-])cc1)C(=N)N1CCCCC1
 : -0.25, i
> Cc1ccc(-n2[nH]c(C)c(/C=N/Nc3ccc([N+](=O)[O-])cc3[N+](=O)[O-])c2=O)cc1
 : 0.1, i
> N/C(=N\OC(=O)COc1cc(Cl)c(Cl)cc1Cl)c1ccncc1
 : -0.06, i
> O=C(C1CC(c2ccc(F)cc2)=NO1)N1CCN(Cc2ccccc2)CC1 (stereo not drawn)
 : -1.03, i
> O=C1CCC(=O)N1c1ccccc1
 : 3.57, i
> O=C(CCS(=O)(=O)c1ccc(Cl)cc1)N1CCN(S(=O)(=O)c2cccs2)CC1
 : 0.91, i
> Cc1ccc(C(=O)CSc2nnnn2Cc2ccccc2)cc1C
 : -0.06, i
> Cc1nc2sc3c(c2c(=O)o1)CC(C)(C)OC3
 : 0.54, i
> CC(C)OC(=O)[C@H]1[C@H](c2ccc(Cl)cc2)[C@@](C#N)(C(N)=O)[C@@H]2C=CC(C(N)=O)=CN21
 : 0.29, i
> CC(C)NC(=O)CC1OC(=O)c2ccccc21 (stereo not drawn)
 : -0.25, i
> Cc1nccc2oc(=O)c(NC(=O)c3ccc(Cl)cc3)cc12
 : -0.23, i
> COc1cc(NC(=O)CSc2nnc3n2C(C)(C)Cc2ccccc2-3)cc(OC)c1
 : -0.62, i
> CC(C)(C)C(=O)Nc1nc(=S)ss1
 : -0.41, i
> CCn1c(SCC(=O)Nc2cc(C)on2)nc2c1c(=O)n(C)c(=O)n2C
 : 1.12, i
> COc1cccc(CN2CC(C(=O)NCc3cccc(N4CCCC4)c3)CCC2=O)c1 (stereo not drawn)
 : 0.07, i
> Nc1nc(SCC(=O)N2CCN(S(=O)(=O)c3ccc(Cl)cc3)CC2)n[nH]1
 : -0.53, i
> COc1ccc(C)cc1NC(=O)C1C2C=CC(C2)C1C(=O)O (stereo not drawn)
 : 0.15, i
> O=c1[nH]c(N2CCN(Cc3ccccc3)CC2)nc2c1CCC2
 : 1.68, i
> O=C(/C=C/Nc1ccccc1C(=O)O)c1cccs1
 : 1.12, i
> CN(C)C(CNC(=O)CCS(=O)(=O)c1ccccc1)c1ccccc1 (stereo not drawn)
 : 0.2, i
> COCCCNC(=O)c1cc2c(=O)n3cccc(C)c3nc2s1
 : -0.7, i
> C=CCCCCCCCCC(=O)N1CCN(c2cc3c(cc2F)c(=O)c(C(=O)O)cn3CC)CC1
 : 0.92, i
> CCOc1ccccc1N1C(=O)c2ccc(C(=O)O)cc2C1=O
 : 0.87, i

# Profiles, looked up by structure. Order of values: Kir21 inh	KCNQ2 inh
# Cc1ccc(C(=O)CSc2nnnn2Cc2ccccc2)cc1C reads -0.06	i
# CCNc1ccc(Br)cc(C(=O)/C=C/c2ccccc2Cl)c1=O reads -0.87	i
# Cc1ccc(-n2[nH]c(C)c(/C=N/Nc3ccc([N+](=O)[O-])cc3[N+](=O)[O-])c2=O)cc1 reads 0.1	i
# CCCCNC(=O)Cn1cnc2c(cnn2-c2ccc(C)c(C)c2)c1=O reads 0.03	i
# N#C/C(=N/Nc1ccc([N+](=O)[O-])cc1)C(=N)N1CCCCC1 reads -0.25	i

# Carrying on.
# Values run as follows: Kir21 inh, KCNQ2 inh
> Cc1cc(N)n2nc(-c3ccccc3)cc2n1
 : -1.61, i
> COc1ccc(-c2ccc(OC)cc2)cc1
 : -0.77, i
> CC(C(=O)NCc1ccccc1)N(Cc1ccccc1Cl)C(=O)c1snc(C(N)=O)c1N (stereo not drawn)
 : -0.47, i
> CC(C)(C)OC(=O)N1CCC(CC2CC(c3ccc(Cl)cc3)=NO2)(C(=O)NCC2CCCCC2)CC1 (stereo not drawn)
 : 2.83, i
> O=C(/C=C/Nc1ccccc1)c1ccc(Oc2ncccn2)cc1
 : 0.29, i
> Cn1cccc1CNC(=S)Nc1ccccc1F
 : -0.06, i
> CCC(=O)Oc1ccc(C2N(C(=O)CC)CCN2S(=O)(=O)c2ccc(C)cc2)cc1OC (stereo not drawn)
 : 0.6, i
> O=C1NC(=O)C2C3c4ccccc4C(c4ccccc43)C12 (stereo not drawn)
 : -0.83, i
> Cc1cc(C(F)(F)F)n(-c2nc(C(=O)N/N=C/c3ccc(F)cc3)cs2)n1
 : 0.26, i
> COc1cc(OC)c(/C=N/NC(=O)COc2cccc3cccnc23)c(OC)c1
 : -0.17, i
> O=C(Cn1cc(C(=O)C2CC2)c2ccccc21)NCc1ccc2c(c1)OCO2
 : 0.02, i
> CC1CN(C(=S)NC2CCCC2)CC(C)O1 (stereo not drawn)
 : -0.37, i
> CC(C(=O)NC1=NCCS1)N1C(=O)c2ccccc2C1=O (stereo not drawn)
 : 0.22, i
> Cc1ccc(NC(=S)c2nc3ccccc3[nH]2)cc1
 : 0.06, i
> CC(CNc1nc2ccc(Cl)cc2n2cnnc12)c1ccccc1 (stereo not drawn)
 : 0.01, i
> COc1ccc(OCCC(=O)OCC(=O)NC(=O)NC(C)C)cc1
 : 0.55, i
> COC(=O)c1sc(S(=O)(=O)NC(C)C(=O)O)c(C(=O)OC)c1C (stereo not drawn)
 : -0.68, i
> Nc1nc(SCC(=O)Nc2ccc(S(N)(=O)=O)cc2)n[nH]1
 : -0.33, i
> COC(=O)c1cc(C(=O)Nn2cnnc2)cc([N+](=O)[O-])c1
 : 1.23, i
> O=C(NCc1ccco1)c1sc2ccccc2c1Cl
 : 0.03, i
> COCCSc1ccccc1C(=O)Nc1cc(C)on1
 : 0.02, i
> Cc1ccc(C(=O)O/N=C(\N)c2ccccn2)cc1C
 : -0.84, i
> Cc1ccc(OC(=O)c2ccc(Br)o2)cc1
 : 2.89, i
> O=C(OCc1nc2ccc(Cl)cc2n1CCO)c1ccccc1C(=O)c1ccccc1
 : -1.09, i
> CCOC(=O)CN1C(=O)CN(c2ccc(C)cc2)C1=O
 : 1.83, i
> O=C(N/N=C/c1cccc2cccnc12)c1ccccc1O
 : -0.89, i
> CN(C)c1oc(-c2ccc(Cl)cc2)nc1S(=O)(=O)c1ccccc1
 : 0.54, i
> CCN(CC)C(=O)COc1cc(C)cc2oc(=O)cc(-c3ccccc3)c12
 : -2.6, i
> COc1ccc(C(=O)OCC(=O)NCC2CCCCC2)cc1S(=O)(=O)N1CCCc2ccccc21
 : -0.25, i
> COc1ccc(N(C(=O)CNS(=O)(=O)c2ccccc2)C(C(=O)NCc2ccco2)C(C)C)cc1 (stereo not drawn)
 : 1.13, i

# Taken from above:
# `COc1ccc(OCCC(=O)OCC(=O)NC(=O)NC(C)C)cc1` | Kir21 inh = 0.55
# `Nc1nc(SCC(=O)Nc2ccc(S(N)(=O)=O)cc2)n[nH]1` | Kir21 inh = -0.33

# (next part)
# Values run as follows: Kir21 inh, KCNQ2 inh
> CC(C)(C)c1cc(Cl)ccc1OCCn1ccnc1
 : -5.58*, i
> O=C(NCC(c1ccco1)N1CCN(c2ccccc2)CC1)OCc1ccccc1 (stereo not drawn)
 : 0.62, i
> CCCc1nnc(NC(=O)CCC(=O)NCc2ccc(OC)cc2)s1
 : 0.68, i
> CCN(Cc1ccncc1)C(=O)c1ccc(Br)o1
 : -0.84, i
> Cc1ccc(S(=O)(=O)N(C)C)cc1NC(=O)c1cc(=O)c2ccccc2o1
 : -0.41, i
> Cc1cccc(N2C(=O)CC(n3ccnc3)C2=O)c1C (stereo not drawn)
 : -0.04, i
> Cc1[nH]n2c(=O)cc(C(C)C)nc2c1-c1ccccc1
 : -0.85, i
> CCc1ccccc1NC(=O)c1onc(C)c1Cl
 : -0.05, i
> COc1cccc(Cn2cnc3c([N+](=O)[O-])c(C)c(C)cc32)c1
 : 0.21, i
> O=C(Nc1cccc(C(=O)N2CCCCCC2)c1)c1ccco1
 : 0.29, i
> Cc1ccccc1C(=O)N1CCN(c2ccc([N+](=O)[O-])c(N3CCOCC3)c2)CC1
 : 2.7, i
> O=C(CCc1ccc(Oc2cc([N+](=O)[O-])cc([N+](=O)[O-])c2)cc1)N1CCCCC1
 : -0.53, i
> CSc1ccc(C2NC(=O)c3c(sc4c3CCN(C)C4)N2)cc1 (stereo not drawn)
 : -0.71, i
> O=C(O)C1C2CCC(O2)C1C(=O)Nc1ccc(Br)cc1F (stereo not drawn)
 : 0.45, i
> COc1ccc(N(C(=O)C(C)C)S(=O)(=O)c2cccs2)cc1
 : -1.3, i
> C(=C\n1nnc2ccccc21)/c1ccccn1
 : -1.36, i
> CC1=Nn2c(nnc2-c2ccccc2F)SC1
 : -0.02, i
> Cc1nnc(-c2ccc(Cl)cc2)[nH]c1=O
 : -0.08, i
> O=C(Cc1ccccc1)N1N=C(c2ccncc2)CC1(O)C(F)(F)F (stereo not drawn)
 : -1.08, i
> COc1cc(C2CC(=O)c3c(O)cc(O)cc3O2)ccc1O (stereo not drawn)
 : -1.7, i
> O=C(N/N=C/c1ccc([N+](=O)[O-])cc1)c1cccc2cc[nH]c12
 : -1.79, i
> O=C(CCNS(=O)(=O)c1ccc(Br)cc1)NCc1ccc(F)cc1
 : -2.6, i
> O=C(O)c1cccc(CSc2nc(-c3ccc(Cl)cc3)cc(C(F)(F)F)n2)c1
 : -0.05, i
> CCN(CC)c1ccc(C(=O)Nn2c(C)nc3ccccc3c2=O)cc1
 : 0.35, i
> COC(=O)c1sccc1NC(=S)N1CCN(c2ccc(F)cc2)CC1
 : -0.78, i
> Cc1ccc(NC(=O)CN(C)C(=O)Cn2nnc(-c3ccccc3)n2)cc1
 : -0.05, i
> Cn1c(=NC(=O)C2CCN(S(=O)(=O)c3cccs3)CC2)sc2ccccc21
 : 0.48, i
> COc1ccc2sc3ccccc3c(=O)c2c1
 : -0.66, i
> O=C(NCc1ccc2c(c1)OCO2)C1CCN(c2nccc(C(F)(F)F)n2)CC1
 : 0.2, i
> C=CCn1c(=O)c2ccccc2n2c(SCc3nc4ccccc4s3)nnc12
 : 0.01, i
> COC(=O)c1cc(C(=O)c2ccc(Cl)cc2)n2c(=O)/c(=C\N(C)C)sc12
 : -0.42, i
